CHRM5 antagonist: CHRM5 antagonism in calcium assay; P08912; CHO-hM5 cells, Fluo-8 calcium fluorescence, ACh EC80; inhibition, % at 3 µM; 0.59% of 360,000 active; AID 624040;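 active = inhibition above a per-plate cutoff, the mean of that plate's test compounds plus 3 SD, cut at about 27% in these data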;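 also: 0% = acetylcholine EC80 with DMSO and 100% = DMSO without agonist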
M1 PAM: potentiates human M1 receptor response to acetylcholine | 0.088% of 360,000 active | AID 588819 | activation, % at 3 µM | CHO-K1 hM1, Fluo-8 calcium fluorescence, ACh EC20; 0% = ACh EC20, 100% = maximal ACh; in the data active = activation above about 19%, passing the limit was not always enough
CHRM5 agonist: agonists of human muscarinic M5 receptor (CHRM5) | activation, % at 3 µM | P08912 | 0.19% of 360,000 active | CHO-K1 hM5 cells, Fluo-8 calcium fluorescence; 0% DMSO wells, 100% maximal acetylcholine response;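 active = activation above the run's mean over test compounds plus 3 SD, cut at about 23% in these data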;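 also: signal is peak over basal fluorescence ratio across the kinetic read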
M5 PAM: positive allosteric modulators of human muscarinic M5 receptor. 0.3% of 360,000 active. activation, % at 3 µM. CHO-K1 hM5, Fluo-8 calcium, ACh EC20 PAM; 0% = ACh EC20, 100% = ACh EC100. AID 624038;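 active = activation above the run cutoff, the mean activation of all test compounds plus 3 SD, cut at about 18% in these data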
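Test system: CHO-K1 hM5 cells / Doses: single-point, 3 µM nominal / Times: Post-acetylcholine fluorescence recording 140 s / Technique: Fluo-8 calcium fluorescence / Measure: Max/basal fluorescence ratio as % of EC20–EC100 ACh window / Benchmarks: low control EC20 acetylcholine (0%), high control EC100 acetylcholine (100%) / Replicates: one well per compound, no replicates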
M4 ag: CHRM4 agonism in calcium assay; P08173; AID 624127; 0.14% of 360,000 active; activation, % at 3 µM; CHO-K1 hM4/Gqi5, Fluo-8 calcium fluorescence; vehicle 0%, full acetylcholine response 100%;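 active = activation above the run mean over all test wells plus 3 SD, cut at about 32% in these data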;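 also: peak over basal fluorescence ratio per well then scaled between controls; 0% = DMSO wells and 100% = acetylcholine at EC100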
Target sequence (P08173 whole entry, looked up): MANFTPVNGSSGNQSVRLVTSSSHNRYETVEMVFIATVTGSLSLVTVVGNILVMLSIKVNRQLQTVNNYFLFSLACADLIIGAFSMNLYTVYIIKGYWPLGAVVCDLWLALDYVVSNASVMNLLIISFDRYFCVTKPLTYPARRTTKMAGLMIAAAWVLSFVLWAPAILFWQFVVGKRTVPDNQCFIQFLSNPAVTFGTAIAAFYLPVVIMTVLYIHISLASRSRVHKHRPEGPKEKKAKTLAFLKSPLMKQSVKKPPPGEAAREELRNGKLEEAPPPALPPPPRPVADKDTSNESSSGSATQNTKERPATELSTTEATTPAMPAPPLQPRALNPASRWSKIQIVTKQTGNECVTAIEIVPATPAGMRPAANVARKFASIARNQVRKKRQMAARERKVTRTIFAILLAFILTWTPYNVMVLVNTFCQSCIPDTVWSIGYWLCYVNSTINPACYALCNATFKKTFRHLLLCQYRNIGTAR
TAAR1 ag: human TAAR1 agonism. Q96RJ0. CHO RD-HGA16 TAAR1, Fluo-8 calcium fluorescence; vehicle wells 0%, saturating PEA agonist 100%. activation, % at 3 µM. 0.99% of 360,000 active. AID 624467;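 active = activation above the mean activation of all test compounds in the run plus 3 SD, cut at about 38% in these data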
Target sequence (Q96RJ0 whole entry, looked up): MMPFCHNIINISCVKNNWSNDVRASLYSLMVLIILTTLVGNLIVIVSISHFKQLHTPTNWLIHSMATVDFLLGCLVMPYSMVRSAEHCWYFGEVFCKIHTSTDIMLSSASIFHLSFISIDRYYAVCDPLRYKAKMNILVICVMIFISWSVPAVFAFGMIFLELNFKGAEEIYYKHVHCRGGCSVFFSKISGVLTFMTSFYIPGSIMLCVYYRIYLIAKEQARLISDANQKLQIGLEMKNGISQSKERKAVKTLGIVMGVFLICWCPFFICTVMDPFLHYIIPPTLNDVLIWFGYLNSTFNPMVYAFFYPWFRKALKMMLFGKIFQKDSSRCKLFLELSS
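System: CHO-derived RD-HGA16 cells with stable Gα16 and human TAAR1 / Times: 17-24 h plating, Fluo-8 75 min 37 °C, 30 min RT / Technique: calcium-sensitive Fluo-8 signal, excitation 470-495, emission 515-575 nm / Measure: % activation relative to PEA EC100 response / Benchmarks: DMSO and PEA EC100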
CHRM1 antagonist: human CHRM1 antagonism | 1.3% of 360,000 active | inhibition, % at 3 µM | CHO-K1 hM1, Fluo-8 calcium fluorescence, ACh EC80 antagonist | P11229;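 active = percent inhibition above its own plate's cutoff, namely the mean of that plate's compound wells plus 3 SD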;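 also: peak over basal fluorescence ratio during 140 s after agonist addition; 0% = ACh EC80 plus DMSO and 100% = DMSO alone without agonist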
M4 antag: antagonists of human muscarinic M4 receptor (CHRM4); 0.73% of 360,000 active; inhibition, % at 3 µM; CHO-hM4 cells, ACh EC80, Fluo-8 calcium fluorescence; P08173;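 active = inhibition above its plate's cutoff, the mean inhibition of sample wells plus 3 SD, cut at about 27% in these data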;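 also: 0% = acetylcholine EC80 with DMSO and 100% = DMSO without agonist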
M1 ag: human M1 muscarinic receptor agonism | CHO-K1 hM1, Fluo-8 calcium fluorescence, agonist mode; 0% DMSO, 100% acetylcholine EC100 | activation, % at 3 µM | P11229 | 0.33% of 360,000 active;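 active = activation above the run's mean compound activation plus 3 SD, cut at about 16% in these data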;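 also: peak over basal fluorescence ratio within a 140 s kinetic read after compound addition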
Starred values were filed as active, the others as inactive; · = no result given. Some of the compounds tested; rates above refer to the full screens.

Molecule	CHRM5 antagonist	M1 PAM	CHRM5 agonist	M5 PAM	M4 ag	TAAR1 ag	CHRM1 antagonist	M4 antag	M1 ag
COc1cccc(C(=O)NNC(=O)/C=C/c2ccccc2)c1	3	10	-3	1	1	1	-14	-9	-2
CCOC(=O)c1ccc(N2CCN(C(=O)c3ccccc3)CC2)c(NC(=O)c2ccco2)c1	18	-9	-1	-7	14	6	12	-4	-4
COc1ccc(C(=O)COC(=O)C2CCC(=O)N2)cc1 (stereo unspecified)	-12	11	3	11	4	2	-10	-2	1
O=C(O)c1ccc(NC(=O)c2ccccc2NC(=O)c2ccccc2Cl)cc1	-2	8	3	6	0	2	-10	-1	-5
CC(C)Cc1csc(NC(=O)c2ccc(F)cc2)c1C(=O)O	12	3	0	-8	5	0	0	-11	-4
NC(=O)NOCc1cccc(Cl)c1	17	0	-2	-5	0	-1	-6	8	-4
COc1cc(-c2nc(C(=O)NC3CCCCC3)cc3c2[nH]c2ccccc23)cc(OC)c1OC	13	-5	5	-7	9	-1	9	18	1
O=C(O)c1c2c(nc3ccc(F)cc13)CCC2	-13	2	1	6	0	·	0	0	0
C=CCOC(=O)Nc1ccc(Cl)cc1NC(=O)OCC=C	-3	1	-4	-2	-1	0	-1	3	-5
O=C(CN1C(=O)S/C(=C\C=C\c2ccccc2)C1=O)Nc1cccc(O)c1	3	13	1	0	3	3	-7	0	-3
Cc1nn(C)c(C)c1S(=O)(=O)NCc1cccs1	1	2	-9	1	1	12	1	-12	-3
CCOC(=O)CNS(=O)(=O)c1ccc(S(=O)(=O)NC2CC2)cc1	6	7	1	0	2	4	-9	3	-3
Cc1ccc(CNC(=O)c2cc(-c3ccccc3C)nn2CC2CC(c3cccnc3)=NO2)cc1 (stereo unspecified)	15	-14	-4	-19	13	12	19	14	-8
CCNC(=O)C/C(C)=N/NC(=O)C1CCCCC1	-4	3	-3	2	1	6	0	0	-6
CNC(=S)Nc1cccc(S(=O)(=O)NC2=NCCC2)c1	10	9	-1	-3	1	3	-8	2	-5
Cc1ccc(C(=O)N2CCCC(C(=O)c3ccc(Cl)cc3C)C2)cn1 (stereo unspecified)	20	-5	-2	-10	3	2	4	8	-7
Cc1ccc(/C=C2\SC(=S)N(CCC(=O)NCCCN3CCOCC3)C2=O)cc1	10	-3	2	-4	6	0	3	1	-7
CC(C)(C)c1ccc(N=C2SCC(=O)N2Cc2cccs2)cc1	1	18	1	7	0	4	-19	-4	-3
C=CCSc1nc(C)c(CCCC)c(=O)[nH]1	1	10	-3	4	-1	10	-2	-1	-8
COc1ccc(OC)c(C(C(=O)NCc2ccco2)N(C(=O)Cn2nnc3ccccc32)C2CC2)c1 (stereo unspecified)	3	2	-4	1	1	8	-5	-2	-3
O=C(Nc1cnc2ccccc2c1)N1CCOCC1	-4	4	-3	0	2	5	-11	-18	-3
CCc1nnc(NC(=O)C23CC4CC(CC(C4)C2)C3)s1	-2	17	-2	2	-1	0	-17	-16	-2
Cc1ccccc1NC(=O)CCN1CCN(C)CC1	10	16	2	-4	0	1	-18	3	-4
COc1ccc(NC(=O)c2ccccc2C)c(OC)c1	-2	1	0	1	2	2	-2	7	-4
O=C(Nc1cccnc1)C1Cc2c(-c3ccco3)ccnc2O1 (stereo unspecified)	-3	8	4	2	2	2	-10	-6	2
Cc1nn(-c2cc(C(F)(F)F)ccn2)c(=O)o1	0	-5	0	0	1	4	14	7	1
COCCn1c(SCC#N)nnc1-c1ccccc1	-3	2	-2	0	0	3	6	7	-4
COc1ccc(C(C(=O)NC(C)(C)C)N(C(=O)CCC(=O)Nc2cc(C)on2)c2ccc(C)c(C)c2)cc1 (stereo unspecified)	12	2	-3	-1	1	7	-2	-6	-4
O=C(O)c1ccc(S(=O)(=O)c2ccccc2)cc1	4	8	-3	-4	1	7	-2	0	-2
Cc1cc(OCC(=O)NC2CC2)c2c(C)cc(=O)oc2c1	-4	3	-3	2	1	·	-1	-2	0
Cc1ccc2sc(NC(=O)CN3C(=O)CCC3=O)nc2c1C	0	6	1	-7	4	4	0	-12	0
CCOC(=O)/C(=C/c1ccc(F)cc1)NC(C)=O	4	17	1	0	0	0	-23	13	-2
CO[C@H]1CN(C)C(=O)c2cc(NC(=O)c3ccccc3)ccc2OC[C@H](C)NC[C@@H]1C	-4	·	0	3	1	2	·	3	·
CC(C)(C)OC(=O)N1CCN(C(=O)c2ncn3c2c(=O)[nH]c2ccccc23)CC1	8	15	1	0	3	2	-14	-6	-2
COc1ccc(-n2c(SCC(=O)NCc3cccs3)nc3[nH]ncc3c2=O)cc1	-1	12	-3	3	2	3	-9	-2	-3
O=C(Nc1ccccc1N1CCOCC1)c1ccc2nc[nH]c2c1	6	8	1	-1	3	2	-4	-5	-1
N#CCCn1cc(/C=C2\NC(=S)N(c3ccccc3)C2=O)c(-c2ccc(F)cc2)n1	4	4	5	4	2	16	3	-5	0
O=C(NCc1ccccc1)c1nc(-c2c(F)cccc2F)oc1-c1ccccc1	-3	·	3	1	2	4	·	-2	·
Clc1ccc(-c2nnc3c4ccccc4nc(N4CCOCC4)n23)cc1Cl	6	-3	1	-10	9	17	6	-3	-1
Cc1ccc(C(=O)NCC(=O)OCn2nnc3ccccc3c2=O)cc1	10	7	0	-2	1	1	-7	-2	-4
NC(=O)c1ncc(C(F)(F)F)cc1Oc1cccc(F)c1	2	2	1	-1	0	2	-6	-2	-4
COc1cccc(NS(=O)(=O)c2ccc3[nH]cc(C(=O)NCCCOC(C)C)c(=O)c3c2)c1	0	2	-5	-2	2	3	-28	0	-4
O=C(Nc1cnccn1)c1cccc(C(F)(F)F)c1	-1	-1	0	-4	1	5	2	12	-6
Cc1cc(C)cc(Nc2ncc3c(n2)CC(c2ccco2)CC3=O)c1 (stereo unspecified)	-4	5	-15	8	0	1	-7	-8	-3
COc1ccc(NC(=O)COC(=O)CCOc2ccccc2C)cc1Cl	2	0	-1	-1	5	1	-13	-5	-1
Cc1cc(Br)ccc1OCCN1CC(C)OC(C)C1 (stereo unspecified)	10	6	1	-1	2	2	0	3	-5
CCN1C[C@@H]2[C@@H]3C(=O)N(C)C(=O)[C@@H]3[C@](Cc3ccccc3)(C(=O)OC)N2C1=NCc1ccccc1	1	9	0	2	0	8	-13	3	-9
N#CC1=C(N)OC2=C(C(=O)CCC2)C1CCc1ccccc1 (stereo unspecified)	-5	7	-4	10	1	19	-27	0	-2
COc1cccc(-c2nc3c(c(SCC(=O)N4CCOCC4)n2)Cc2c(CO)cnc(C)c2O3)c1	13	-9	2	-8	10	·	23	3	-1
C=Cc1cccc(NC(=O)COc2ccccc2)c1	10	-6	-3	18*	0	0	18	0	-3
COC(=O)C1=CN(C2CC2)C=C(C(=O)OC)C1c1ccc(C(F)(F)F)cc1	-2	-3	-1	-3	-1	2	5	0	-6
COc1ccc(C)cc1NC(=O)c1ccc(NS(=O)(=O)c2cccc3cccnc23)cc1	15	6	5	-6	5	4	-3	22	3
COc1ccc(/C=C(\NC(=O)c2ccccc2)C(=O)NCc2ccco2)cc1	2	1	-1	0	1	1	0	-1	-4
Cc1nn(-c2ccccn2)c(N)c1N=O	14	5	0	-3	0	4	-12	5	-3
CCCCCCNC(=O)CC(NS(=O)(=O)c1ccc(OC)cc1)C(C)C (stereo unspecified)	4	9	-4	-1	0	1	-5	-9	-10
Cc1ccccc1NC(=O)C1(C)Cc2ccccc2C(=O)O1 (stereo unspecified)	0	5	-3	2	1	14	-3	1	-4
COc1cccc(OC(=O)c2ccccc2)c1OC(=O)c1ccccc1	9	5	5	7	0	6	-7	-20	-1
COc1ccc(NC(=O)CSCC(=O)Nc2ccc(S(=O)(=O)N3CCOCC3)cc2)cc1	9	3	-2	3	1	2	-3	-7	-5
COc1ccccc1Cc1c(-c2ccc(Cl)cc2)nc2c(C)cc(Br)cn12	1	-4	-5	0	-1	-2	-14	-4	-8
COc1cc2c(cc1OC)C(COc1cccc(C(F)(F)F)c1)NCC2 (stereo unspecified)	6	-14	-4	-4	2	5	16	9	-3

Following part.
Molecule	CHRM5 antagonist	M1 PAM	CHRM5 agonist	M5 PAM	M4 ag	TAAR1 ag	CHRM1 antagonist	M4 antag	M1 ag
O=S(=O)([N-]c1nc2ccccc2nc1-[n+]1ccccc1)c1ccccc1	1	4	-2	-3	1	0	-7	-15	-5
OCCC1CN(C2CCC2)CCN1Cc1ccc(F)c(F)c1 (stereo unspecified)	2	14	-9	-10	1	2	-9	13	-9
O[C@H]1C[C@H](c2ccccc2)N(CC2CCCCC2)C[C@@H]1n1cc(C2CC2)nn1	3	4	0	5	-2	6	-12	-4	-4
c1ccc2c(C[C@@H]3CNCCN3CCC34CC5CC(CC(C5)C3)C4)cccc2c1	12	-9	0	7	0	10	18	-2	-5
CCOC(=O)C1=C(C)N(c2ccccc2)C(=O)/C1=C\c1ccco1	3	9	0	-1	1	2	-15	5	-11
COc1ccc(CCNc2oc(COc3ccccc3)nc2C#N)cc1	-5	-7	-4	-9	3	2	4	9	-5
O=C(COc1ccc2c3c(c(=O)oc2c1)CCC3)N1CCN(c2ccc(F)cc2)CC1	0	3	-3	6	1	1	-6	-3	-3
COCCNc1nc2c(-c3cccc(C(F)(F)F)c3)nnn2c2ccccc12	-3	9	-3	-5	0	-1	-9	0	-2
CC(=O)c1cccc(NC(=O)NC(C)C2CCCO2)c1 (stereo unspecified)	1	12	1	-1	0	6	-14	5	-1
COc1c(Cl)cc(Cl)cc1/C=N/NC(=O)c1nnn(-c2nonc2N)c1CN1CCC(C)CC1	6	1	-4	-2	2	0	1	-1	-1
CCn1cc(CNC(=O)C2CCC(=O)N(Cc3ccccc3F)C2)cn1 (stereo unspecified)	8	6	-4	-4	2	3	-9	-18	-6
CCN(CC)CCOC(=O)c1ccc(NC(=O)CNC(=O)c2ccccc2)cc1	10	-6	-1	-1	1	1	21	-1	-6
Cn1c(CCC(=O)OCC(=O)NCC(F)(F)F)nc(=O)c2ccccc21	2	-1	5	3	2	7	9	1	-4
Cn1c(Cc2ccccc2)nnc1SCC(=O)NC1CCCCC1	-7	3	-5	5	1	2	-2	-6	-5
COc1ccc(Cl)cc1NC(=O)CN1CCCCCC1	9	10	-3	-1	0	1	-14	0	-6

One compound at a time (already shown).
c1ccc2c(C[C@@H]3CNCCN3CCC34CC5CC(CC(C5)C3)C4)cccc2c1 across the screens: CHRM5 antagonist = 12; M1 PAM = -9; CHRM5 agonist = 0; M5 PAM = 7; M4 ag = 0; TAAR1 ag = 10; CHRM1 antagonist = 18; M4 antag = -2; M1 ag = -5
COc1ccc(Cl)cc1NC(=O)CN1CCCCCC1 across the screens: CHRM5 antagonist = 9; M1 PAM = 10; CHRM5 agonist = -3; M5 PAM = -1; M4 ag = 0; TAAR1 ag = 1; CHRM1 antagonist = -14; M4 antag = 0; M1 ag = -6
